Anthrax LF inh2: blocks Bacillus anthracis lethal factor protease; P15917; multiplex microsphere protease cleavage assay, LF; inhibition, % at 10 µM; hit rate 0.12% among 360,000; AID 588501; note: plate controls were buffer without enzyme for full effect and enzyme alone for no effect
Mtb FBA inh: inhibits M. tuberculosis FBA enzyme. hit rate 2.3% among 360,000. P9WQA3. purified M. tuberculosis FBA, fluorescence read-out. inhibition, % at 1 µM; in the data active = inhibition above about 27%;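 note: 0% = vehicle and 100% = reference inhibitor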
Target sequence (P9WQA3 whole entry, looked up): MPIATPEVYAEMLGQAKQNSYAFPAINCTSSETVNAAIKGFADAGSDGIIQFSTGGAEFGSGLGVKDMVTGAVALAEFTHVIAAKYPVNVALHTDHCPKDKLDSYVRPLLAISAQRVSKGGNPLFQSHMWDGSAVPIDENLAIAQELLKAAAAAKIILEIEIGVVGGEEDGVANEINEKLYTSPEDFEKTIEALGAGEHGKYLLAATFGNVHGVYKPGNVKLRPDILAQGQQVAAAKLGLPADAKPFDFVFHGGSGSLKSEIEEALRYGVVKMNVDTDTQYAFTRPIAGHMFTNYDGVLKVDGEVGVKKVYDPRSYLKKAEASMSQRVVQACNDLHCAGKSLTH
FadD28 FP inh: M. tuberculosis FadD28 bisubstrate binding inhibition. FadD28 bisubstrate probe binding, fluorescence polarization. inhibition, % at 12.5 µM. hit rate 0.22% among 360,000. AID 588549; in the data active = inhibition above about 8.5%, passing the limit was not always enough; inconclusive = no clear call, values can overlap the other calls
BioA inh: inhibitors of Mycobacterium tuberculosis BioA enzyme. purified M. tuberculosis BioA enzyme, plate reader. inhibition, % at 9.99 µM. hit rate 0.096% among 360,000; in the data active = inhibition above about 40%; inconclusive = no clear call, values can overlap the other calls
PfHsp40 rescue: compounds rescuing yeast from Plasmodium falciparum HSP40 toxicity. S. cerevisiae expressing PfHsp40, growth rescue, ATP luminescence. growth rescue, % at 12.5 µM. hit rate 0.68% among 340,000; in the data active = growth rescue above about 28%, passing the limit was not always enough; inconclusive = no clear call, values can overlap the other calls;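 note: yeast W303a lacking pdr1 and pdr3 grown in galactose medium; growth measured after three days at 30 °C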
BoNT F protease: inhibitors of Botulinum neurotoxin F light chain protease. Multiplex microsphere protease cleavage assay, flow cytometry. inhibition, % at 10 µM. hit rate 0.22% among 360,000. AID 588497; in the data active = inhibition above about 35%, passing the limit was not always enough; inconclusive = no clear call, values can overlap the other calls; note: plate controls were buffer without enzyme for full effect and enzyme alone for no effect
GDH-TPI inh: GDH-TPI coupled enzyme inhibition counter-screen; GDH-TPI coupled enzyme counterscreen, NADH absorbance; inhibition, % at 4.8 µM; hit rate 1.2% among 360,000; AID 588335; in the data active = inhibition above about 30%;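 note: 0% = DMSO wells and 100% = wells lacking the enzyme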
UGM FP inh: blocks M. tuberculosis UGM enzyme | hit rate 0.06% among 320,000 | purified UGM, fluorescence polarization probe displacement | inhibition, % at 10 µM; in the data active = inhibition above about 10%, passing the limit was not always enough; inconclusive = no clear call, values can overlap the other calls
Target sequence (P9WIQ1 whole entry, looked up): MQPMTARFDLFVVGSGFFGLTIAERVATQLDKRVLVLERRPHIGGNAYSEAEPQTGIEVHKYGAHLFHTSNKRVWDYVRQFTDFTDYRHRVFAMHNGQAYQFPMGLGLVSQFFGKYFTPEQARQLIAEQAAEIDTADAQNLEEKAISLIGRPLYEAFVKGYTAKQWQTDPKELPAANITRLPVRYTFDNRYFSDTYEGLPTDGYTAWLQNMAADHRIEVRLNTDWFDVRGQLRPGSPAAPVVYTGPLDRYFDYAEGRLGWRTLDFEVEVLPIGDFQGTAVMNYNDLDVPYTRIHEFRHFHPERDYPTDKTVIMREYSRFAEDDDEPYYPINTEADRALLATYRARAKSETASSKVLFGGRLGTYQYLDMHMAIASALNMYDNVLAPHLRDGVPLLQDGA
BoNT A protease: blocks Botulinum neurotoxin A light chain protease; multiplex microsphere protease substrate cleavage, flow cytometry; inhibition, % at 10 µM; hit rate 0.17% among 360,000; AID 588499; note: plate controls were buffer without enzyme for full effect and enzyme alone for no effect
Starred values were filed as active, the others as inactive; ? = inconclusive; · = no result given; & = joins results of further samples. Cut-off read from the data, not from the text of the source, unless noted: active = inhibition above about 30%; inconclusive = no clear call, values can overlap the other calls; inactive = below that.

Structure	Anthrax LF inh2	BoNT F protease	BioA inh	FadD28 FP inh	BoNT A protease	GDH-TPI inh	Mtb FBA inh	UGM FP inh	PfHsp40 rescue
CSCCC(NC(=O)c1ccccc1)C(=O)N1CC(C)OC(C)C1 (configuration not stated)	-7	-3	-1.5	0.1	-1.3	-6	1	3.0	0.1
CC(NC(=O)c1ccco1)C12CC3CC(CC(C3)C1)C2 (configuration not stated)	-4	0	-0.7	·	2.2	3	0	-2.5	1.4
CC(C)C[C@H](NC(=O)CCCn1nnc2ccccc2c1=O)C(=O)O	-3	0	-1.1	0.2	1.2	59*	-1	1.3	-0.3
Cc1ccccc1OCC(=O)Nc1ccc2c(c1)ncn2C	-3	-4	-0.6	-2.1	-0.1	-2	-1	-0.1	0.7
CCc1ccc(Oc2coc3cc(O)ccc3c2=O)cc1	-3	-12	-2.0	0.5	3.1	11	70*	1.8	-0.7
Cc1cc(C)n(-c2nc3ccccc3nc2N2CCCCCC2)n1	13	11	-0.5	-0.3	16	-2	-2	0.3	0.2
O=C(NCCc1csc(-c2cccnc2)n1)c1ccc(Cl)cc1	-11	-10	8.8	-2.7	-1.9	1	1	2.5	1.3
O=c1cc(-c2c(F)c(F)c(F)c(F)c2F)oc2ccccc12	-4	-14	0.6	-2.1	-0.6	1	0	-3.1	0.3
CNC(=O)c1cn(-c2ccc(Cl)cc2)c(=O)c2ccccc12	-11	-6	·	-1.1	-1.6	1	2	1.4	2.4
COc1ccc(S(=O)(=O)N(C)Cc2cccs2)cc1Br	-2	-8	1.7	-0.6	-0.5	10	-2	0.2	7.1
Nc1nc(O)c(Sc2ccccc2[N+](=O)[O-])c(=O)[nH]1	-2	-1	5.5	1.3	-0.8	3	-3	1.8	0.2
COc1ccc(C)cc1Nc1nc(-c2c(C)[nH]c3ccccc23)cs1	0	-23	·	0.1	3.9	12	3	-2.7	-0.9
Cn1c(=O)c2c(nc(N3CCN(Cc4ccccc4)CC3)n2CCCc2ccccc2)n(C)c1=O	0	3	3.8	-2.0	0.0	6	1	-0.4	1.5
CC(C)Oc1ccc(OCCn2c(S(=O)(=O)O)nc3c(N)ncnc32)cc1	-1	-28	·	-1.4	-1.1	4	-3	1.3	0.7
NC(=S)NN=C(c1ccc(F)cc1)C1CC1	-6	-7	1.3	-2.3	-0.4	3	-2	·	-0.4
C/C(=N/NC(=O)c1cc(-c2ccccc2)nc2c(Cl)cccc12)c1cccnc1	2	7	-0.6	-1.1	2.5	21	-1	0.3	0.0
O=C(c1cc2cc(F)ccc2[nH]1)N1CCCC(Nc2ccc(F)cc2)C1 (configuration not stated)	-2	1	8.6	1.4	1.0	10	1	-0.2	-0.8
Cc1ccc(-c2nn(-c3ccccc3)cc2C=C2C(=O)CC(C)(C)CC2=O)cc1	-6	-3	·	-4.6	0.4	-8	1	2.3	0.1
Cn1c(NC(=S)Nc2ccccc2)nc2ccccc21	-3	-2	·	0.4	-0.8	21	6	0.7	1.0
Cc1cccc(CN2C(=O)c3ccccc3Sc3ccc(C(=O)NCCCN4CCOCC4)cc32)c1	-3	2	-4.2	-2.0	-0.7	5	-2	-0.5	0.8
CCN(CC)C(=O)C1=C(C)N(CCCN2CCCC2=O)C(=O)C(CC(=O)NCc2cccc3ccccc23)C1 (configuration not stated)	-1	3	1.0	-3.9	-0.4	-3	-2	·	·
Nc1nonc1C(=O)NCCNC(=O)c1cccs1	4	-1	0.7	-3.3	0.9	6	-4	0.9	-0.5
COCc1nnc(NC(=O)C2CC(=O)N(CCc3ccc(F)cc3)C2)s1 (configuration not stated)	1	-11	-0.6	-2.0	-5.0	1	1	2.6	-0.8
CCCCN1C(=O)C(=O)N(CC(=O)NC2CCCc3ccccc32)C1=O (configuration not stated)	-3	-7	·	-2.1	-0.7	-7	-8	2.0	0.6
CCCCCC(=O)N(CN1C(=O)CCC1=O)c1ccccc1	-1	-4	·	0.7	-1.0	11	1	-1.1	-0.9
CC(=O)Nc1ccc(S(=O)(=O)NC2(c3ccccc3)C(=O)N(C)C(=O)N(C)C2=O)cc1	1	-10	·	-2.9	0.1	3	-1	·	-0.1
CCCN1CCC(=NNc2ccc(S(=O)(=O)N3CCOCC3)cc2[N+](=O)[O-])CC1	0	-6	-0.6	-0.7	-0.2	17	-5	-0.4	-1.0
O=C1CSc2ccc(S(=O)(=O)NCc3ccc(Cl)cc3)cc2N1	-1	-1	·	-5.0	-0.4	-2	-2	-0.6	4.8
CC1Cc2ccccc2N1C(=S)Nc1cccc(S(=O)(=O)N(C)C)c1 (configuration not stated)	-4	-3	1.3	-2.3	-1.0	0	-3	5.5	-1.0
CCCCc1cc(=O)oc2c(C)c(OCC(=O)NCc3ccccn3)ccc12	-3	4	-1.8	-3.2	1.4	-12	3	-0.4	-1.3
O=c1c2ccc(Cl)cc2[nH]c(=S)n1Cc1cccnc1	-4	7	1.8	-1.9	4.0	15	-6	-0.4	-0.9
COc1ccc(NC(=O)c2coc3ccccc23)cc1OC	-2	3	14	-2.9	1.4	12	0	-2.2	1.9
OC(COc1ccc2c(c1)CCC2)CN1CCN(c2ccccc2F)CC1 (configuration not stated)	-6	-4	-1.0	-0.8	-0.9	-2	-3	-0.6	-0.9
CN(CCOc1ccc(-c2ccn(S(=O)(=O)c3c(Cl)cccc3Cl)n2)cc1)c1ccccn1	-2	-8	·	-1.8	0.7	-5	-4	-1.5	-0.9
COc1cccc(C(=O)C2CCCN(Cc3cn[nH]c3C3CCCCC3)C2)c1 (configuration not stated)	0	-10	·	-4.2	-0.9	-6	2	-3.2	-2.1
O=C(CSc1nc2ccsc2c(=O)n1Cc1ccc(C(=O)O)cc1)NCc1ccco1	2	0	7.2	?	0.2	3	0	-0.9	-1.6
Nc1nnc(SCC(=O)NCC(=O)Nc2ccc(F)c(F)c2F)s1	-2	-9	-0.8	-1.8	-1.2	9	-3	-0.2	0.2
Cc1ccc2c(c1)NC(=O)C(CC(=O)N(C)Cc1ccccc1)O2 (configuration not stated)	5	-2	-0.9	-1.1	0.2	5	0	-2.2	0.1
COc1cc2c(cc1O)CC[n+]1cc3c(OC)c(OC)ccc3cc1-2	-2	-5	3.1	0.1	-0.8	33*	-4	3.2	-1.0
COc1ccc(CCNC(=O)C/C(C)=N/NC(=O)c2ccc(N)cc2)cc1OC	1	-12	0.0	-2.5	-0.2	11	6	-2.2	-1.1
CCOC(=O)C(C)N(c1ccccc1Cl)S(C)(=O)=O (configuration not stated)	-3	-5	-0.5	-3.4	0.3	6	-2	1.0	-0.2
Cc1ccc(C)c(N2CCN(c3nc4ccccc4c(=O)n3Cc3ccccc3)CC2)c1	-3	4	-0.9	-2.8	0.8	2	5	·	-0.2
COc1ccc(-c2ccc(Nc3ccc(C(=O)N4CCOCC4)cc3)nn2)cc1OC	0	0	13	-1.3	0.1	30	-1	1.2	5.5
O/C(=C\Sc1nnc(Cc2ccccc2)o1)c1ccc(Br)cc1	-11	-9	-0.2	-1.1	-0.5	-7	6	-3.2	-0.9
CCc1ccc(N2CCN(C(=O)N3CCOCC3)CC2)cc1	0	0	·	-1.9	0.4	-1	4	-0.7	-1.5
COCC(=O)OC/C(O)=C(\C#N)c1nc2ccccc2[nH]1	5	2	-2.7	-3.7	-0.4	13	2	0.9	1.2
CNS(=O)(=O)c1ccc2c(c1)NC(=O)C1CCCN21 (configuration not stated)	1	-3	1.5	-2.0	-0.3	9	0	1.0	-1.0
COc1ccc(CC(NC(C)=O)C(=O)NC2CCN(C(=O)Nc3ccccc3Cl)CC2)cc1OC (configuration not stated)	2	-14	-0.8	-3.1	-1.2	-5	0	2.5	-0.8
Cc1c(C(=O)NCc2cccc(Cl)c2)sc(=O)n1Cc1cccc(F)c1	-8	-15	0.0	-2.7	-0.7	9	4	·	·
C[C@H]1CN([C@@H](C)CO)S(=O)(=O)c2ccc(/C=C/c3ccccc3)cc2O[C@H]1CN(C)C(=O)NC1CCCCC1	2	-6	-0.3&-2.8&-1.8	-3.2	-0.2	20	1	·	·
Cc1cccc(NC(=O)c2cc(NC(=O)c3ccco3)ccc2N2CCCCC2)c1	-4	-9	-0.5	-0.8	-0.3	-8	-2	-2.1	0.5
O=C(NCc1ccc(OC(F)(F)F)cc1)c1ccc2c(c1)S(=O)(=O)c1ccccc1C2=O	-2	-12	0.6	-3.5	-1.4	3	-1	2.2	5.2
CCOC(=O)c1cnn(-c2nc(-c3ccc(C)cc3)cs2)c1C(F)(F)F	4	4	·	-2.8	0.7	2	4	-3.0	-1.2
NS(=O)(=O)c1ccc(CNC(=O)c2ccc(C(=O)c3ccccc3)cc2)cc1	-5	-7	2.7	-3.8	0.4	4	-2	-0.6	1.1
COc1ccc(NC(=O)CN(C)S(=O)(=O)c2ccc(Br)s2)cc1	6	-3	0.0	0.1	0.7	1	-2	0.7	0.0
O=C(Cn1c(=O)oc2cc(S(=O)(=O)N3CCCCC3)ccc21)N1CCc2ccccc2C1	-6	-3	-2.2	-1.6	-0.2	-16	2	-0.6	-0.1
Cc1ccc(-n2ncc(Cl)c2C(=O)NCc2ccccc2)cc1	-12	-15	-1.0	0.1	-1.1	3	0	2.5	4.9
CC1CN(CC(O)COc2ccc(C(=O)c3ccccc3)cc2)CC(C)O1 (configuration not stated)	-1	-3	-0.4	-3.7	1.1	14	0	-0.3	-0.9
Cc1cc(=O)n(-c2ccc3ccccc3n2)[nH]1	1	0	-0.4	-1.6	-0.3	6	-4	2.0	1.2
CCOC(=O)N1CCN(C(=O)c2ccc(S(=O)(=O)Nc3ccccc3)cc2)CC1	-4	-6	-1.4	-0.3	-0.5	2	0	0.1	-1.0

Complete entries, quoted from the list. Values in the order: Anthrax LF inh2, BoNT F protease, BioA inh, FadD28 FP inh, BoNT A protease, GDH-TPI inh, Mtb FBA inh, UGM FP inh, PfHsp40 rescue
`O=C(NCc1ccc(OC(F)(F)F)cc1)c1ccc2c(c1)S(=O)(=O)c1ccccc1C2=O` is entered as -2, -12, 0.6, -3.5, -1.4, 3, -1, 2.2, 5.2
`Cc1cccc(NC(=O)c2cc(NC(=O)c3ccco3)ccc2N2CCCCC2)c1` is entered as -4, -9, -0.5, -0.8, -0.3, -8, -2, -2.1, 0.5
`CN(CCOc1ccc(-c2ccn(S(=O)(=O)c3c(Cl)cccc3Cl)n2)cc1)c1ccccn1` is entered as -2, -8, ·, -1.8, 0.7, -5, -4, -1.5, -0.9
